# M. tuberculosis HTS = M. tuberculosis growth inhibition, HTS (AID 449762); M. tuberculosis H37Rv growth inhibition, 7H9 media; higher % means a stronger effect; inhibition, % at 25 µM, or IC50 in µM where a hit was titrated; 330,000 compounds, 0.59% hits; in the data active means a potency from the dose series; inconclusive means inhibition above about 70% without an active follow-up result;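 further: bacterial growth assessed after seven days of incubation; strong numbers were not always called active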
# influenza NS1A = H1N1 influenza NS1A inhibitors, functional cell based assay (AID 504329); NS1A functional cell-based assay, percent inhibition; higher % means a stronger effect; 340,000 compounds, 0.3% hits; inhibition, % at 12.5 µM; hits with a dose series show IC50 in µM; in the data active means a potency from the dose series; inconclusive means inhibition above about 27% without an active follow-up result; further: strong numbers were not always called active
# inhibitors of VEEV = inhibitors of VEEV TC-83 cytopathic effect, confirmation, Vero cells (AID 588727). inhibition, % at 20 µM; hits with a dose series show IC50 in µM. 350,000 compounds, 0.13% hits. Vero cells, VEEV TC-83 cytopathic effect inhibition; higher % means a stronger effect; in the data active means a potency from the dose series; inconclusive means inhibition mostly from about 14% at the one dose, without a potency; inactive means the rest, 99 in 100 with inhibition below about 12%; further: strong numbers were not always called active
# PhoP GFP inhibition = PhoP regulon inhibitors, Salmonella typhi PhoP promoter GFP reporter, confirmatory (AID 1850). Salmonella Typhi PhoP-promoter GFP reporter, fluorescence, 4 h; higher % means a stronger effect. inhibition, % at 50 µM; hits with a dose series show IC50 in µM. 310,000 compounds, 0.33% hits; in the data active means a potency from the dose series; inconclusive means inhibition mostly from about 25% at the one dose, without a potency; inactive means the rest, 99 in 100 with inhibition below about 19%;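 further: 0% = induced wells with vehicle and 100% = uninduced wells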
# M. tuberculosis = growth inhibition of non-replicating M. tuberculosis (AID 488890). Mycobacterium tuberculosis non-replicating, growth inhibition; higher % means a stronger effect. inhibition, % at 25 µM, or IC50 in µM where a hit was titrated. 320,000 compounds, 0.39% hits; in the data active means a potency from the dose series; inconclusive means inhibition mostly from about 82% at the one dose, without a potency; inactive means the rest, 99 in 100 with inhibition below about 76%;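 further: plate controls were DMSO cells for no effect and high antibiotic wells for full effect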
# inhibitors of VEEV 10K pilot screen = further read-out of inhibitors of VEEV, marked with its call; inhibition, %; measured here: 10K pilot screen inhibition
# Active calls of the source: *; i = inactive; ? = inconclusive; . = not tested or not shown. Compounds were not picked by outcome (roughly 1.4% active in at least one column).
SMILES,M. tuberculosis HTS,influenza NS1A,inhibitors of VEEV,PhoP GFP inhibition,M. tuberculosis,others
Cn1c(=O)oc2cc(S(=O)(=O)N3CCC(C(=O)N4CCc5ccccc5C4)CC3)ccc21,-7%,-5%,i,-7%,.,
CCCNC(=O)CSc1ccc(S(=O)(=O)N2CCCCC2)cn1,.,-7%,0.9%,.,.,
O=C1NC2=C(C(=O)CCC2)C(c2ccccc2[N+](=O)[O-])N1 (stereo not given),0%,-6%,i,-2%,-9%,
O=S(=O)(Cc1ccccc1)N1CCC(N2CCN(c3ccccc3)CC2)CC1,-9%,-8%,0.2%,8%,34%,
O=C(NCCCN1CCOCC1)c1cc(-c2ccc(O)cc2)on1,-4%,8%,1.0%,-4%,-8%,inhibitors of VEEV 10K pilot screen=1.6
COc1ccc(-c2ncncc2-c2ccc(OC)c(OC)c2)c(O)c1,6%,-1%,2.1%,9%,-3%,
COc1ccc(OCC(=O)Nc2ccc3c(c2)nc(CCN2CCOCC2)n3C)cc1,?,7%,1.1%,20%,?,
CC(C)(C)C(=O)Nc1ccc(C(=O)NNC(=O)c2ccccc2)cc1,0%,1%,0.3%,9%,8%,
COC(=O)c1sc2nc(CN3CCN(c4cccc(C(F)(F)F)c4)CC3)[nH]c(=O)c2c1C,3%,12%,0.2%,-8%,3%,inhibitors of VEEV 10K pilot screen=0.6
CC(=O)c1cccc(NC(=O)CNC(=O)c2cc3ccccc3o2)c1,10%,2%,0.6%,4%,6%,
CC(C)C(=O)N1CCN(c2ccccc2NC(=O)Cc2ccc(Cl)cc2)CC1,3%,6%,5.6%,2%,41%,
CCC(C)c1ccc(NC(=S)Nc2ccc(OC)cc2C)cc1 (stereo not given),0%,2%,i,-4%,?,
O=C(COc1ccccc1)NCC(=O)Nc1cccc(S(=O)(=O)NC2=NCCC2)c1,6%,-6%,1.7%,-1%,2%,
Cc1cccc(N)c1-c1c(C)cccc1N,1%,5%,i,9%,5%,
O=C(COC(=O)/C=C/c1ccc(S(=O)(=O)N2CCOCC2)cc1)NC1CCCCCCC1,-5%,-9%,0.1%,-5%,10%,
C#CCOC(=O)c1ccccc1C(=O)N(CC)CC,-1%,21%,0.2%,1%,1%,
O=C(O)C(Cc1c[nH]c2ccccc12)NS(=O)(=O)c1ccc(Cl)cc1 (stereo not given),4%,3%,1.7%,-9%,-7%,
COCCn1cnnc1SCC(=O)Nc1cc(C)on1,-4%,-10%,i,.,-11%,
CC(OC(=O)CC(NC(=O)c1ccccc1Cl)c1ccccc1)C(=O)Nc1cccc(Cl)c1Cl (stereo not given),0%,-7%,i,-12%,64%,
Cc1cccc(C(=O)N(Cc2ccc(C)o2)C2CCS(=O)(=O)C2)c1 (stereo not given),-23%,-3%,1.7%,-7%,-4%,
Cc1ccccc1/C=N/Nc1nc2ccccc2c(=O)n1O,0%,-1%,5.8%,-20%,-21%,
CCN(CC)S(=O)(=O)c1cccc(NC(=O)CNc2cccc(S(=O)(=O)N3CCOCC3)c2)c1,23%,-9%,4.5%,2%,18%,
N#C/C(=C\c1ccc(Cl)cc1Cl)c1n[nH]c(Cn2cncn2)n1,-5%,-26%,1.9%,-12%,13%,
COc1ccc(-c2nc3ccccc3n2Cc2ccccc2)cc1,12%,-12%,5.6%,-8%,26%,
O=C(Nc1cccc(F)c1)NC1CCN(Cc2ccccc2)CC1,-10%,-4%,0.2%,2%,-12%,
O=C(Nc1ccccc1Cl)c1ccc(C(=O)Nc2ccccc2Cl)cc1,.,4%,9.5%,.,.,
CCN(C(=O)CN1c2ccccc2CC1C)c1c(N)n(Cc2ccccc2)c(=O)[nH]c1=O (stereo not given),-7%,1%,0.8%,4%,-19%,
Oc1cccc(/C=N/N(Cc2ccccc2)c2ccccc2)c1,2%,6%,0.9%,-18%,5%,
CC(C)CCNC(=O)NC(=O)CSc1nnc2ccccn12,-1%,4%,i,-13%,-13%,
CCN=C1SCC(=O)N1c1ccc(OC)cc1,-4%,-8%,0.2%,2%,9%,

# 2 records drawn at random from the list so far, as already listed:
SMILES,M. tuberculosis HTS,influenza NS1A,inhibitors of VEEV,PhoP GFP inhibition,M. tuberculosis,others
CCN(CC)S(=O)(=O)c1cccc(NC(=O)CNc2cccc(S(=O)(=O)N3CCOCC3)c2)c1,23%,-9%,4.5%,2%,18%,
CC(C)CCNC(=O)NC(=O)CSc1nnc2ccccn12,-1%,4%,i,-13%,-13%,

# The list goes on.
SMILES,M. tuberculosis HTS,influenza NS1A,inhibitors of VEEV,PhoP GFP inhibition,M. tuberculosis,others
CC1CCCC(C)N1C(=O)COC(=O)C(Cc1ccccc1)NC(=O)c1cccs1 (stereo not given),-10%,-1%,1.2%,-10%,-8%,
N#C/C(=C\c1ccc(Cl)c([N+](=O)[O-])c1)c1ccccn1,12%,0%,3.6%,-15%,29%,
COc1ccc([C@@H]2C[C@H](c3ccccc3)Oc3cc(OC)c(OC)c(OC)c32)cc1,7%,0%,i,-4%,2%,
OCC1(Cc2ccc(Cl)cc2)CCN(Cc2ccc(Oc3ncccn3)cc2)CC1,-6%,.,0.3%,5%,-12%,
Cc1ccc(C(C(=O)NC(C)(C)C)N(C(=O)c2csnn2)c2cccc(F)c2)o1 (stereo not given),-6%,0%,1.2%,-8%,0%,inhibitors of VEEV 10K pilot screen=0.3
O=C(Cc1ccc(Cl)cc1Cl)NC1CCCCCC1,-6%,-9%,i,11%,29%,
N#C/C(=C(/O)CO/N=C/c1ccccc1Cl)c1nc2ccccc2[nH]1,-6%,-2%,1.6%,-23%,-3%,
CNCC(O)CN(c1ccccc1)c1ccccc1 (stereo not given),-2%,-3%,0.4%,7%,7%,
Cn1c2ccccc2c2cc(/C=N/NC(=O)c3ccccc3F)ccc21,58%,-4%,11%,5%,12%,
O=C(NCCOc1ccccc1)C1CCC(=O)N(CCc2ccc(Cl)cc2)C1 (stereo not given),-3%,-6%,5.5%,-12%,5%,
COc1cccc(OC)c1C(=O)NC(=S)Nc1cc(-c2nc3ccccc3[nH]2)ccc1Cl,-4%,2%,10%,0%,65%,
Cc1sc2ncnc(N3CCN(Cc4ccccc4)CC3)c2c1-c1ccc(F)cc1,?,10%,4.2%,-3%,4%,
COc1ccc(NC(=O)CSc2nnnn2C2CCCC2)cc1,?,-4%,0.1%,7%,37%,
O=C(Nc1cccc(S(=O)(=O)N2CCOCC2)c1)c1cn(-c2ccccc2)nc1-c1ccc(F)cc1,1%,19%,7.3%,-7%,-25%,
O=C(NCc1ccccn1)Nc1ccccc1Cl,-4%,-2%,1.5%,-1%,-7%,
O=C(Cc1ccc(S(=O)(=O)N2CCOCC2)s1)Nc1ccc(N2CCOCC2)cc1,-7%,-4%,3.1%,-2%,57%,
COC(=O)c1cc(S(=O)(=O)Nc2cccc(-c3cnco3)c2)oc1C,0%,-14%,0.4%,-2%,-12%,
CC(OC(=O)/C(C#N)=C/c1ccc(N(C)C)cc1)C(=O)NCc1ccco1 (stereo not given),-1%,-11%,0.6%,-3%,0%,
COc1cccc(CC(=O)NNC(=O)c2c(-c3ccccc3)noc2C)c1,3%,.,i,0%,-2%,
CCOC(=O)C1=C(COC(=O)CSc2ccc(C)cc2C)NC(=O)NC1C (stereo not given),.,-13%,1.8%,.,.,
CC(C)Oc1ccc(C(=O)Nc2ccc(N(C)C)cc2)cc1,4%,1%,1.9%,-5%,21%,
CCOC(=O)CN(C(=O)Cn1nnc2ccccc21)C(C(=O)NCCOC)c1ccccc1C (stereo not given),-2%,9%,3.8%,3%,1%,
CCOC(=O)N1CCN(C(=O)c2cc3ccccc3o2)CC1,3%,-5%,0.7%,-5%,38%,
COc1nnc(-c2ccc(N3CCOCC3)c(NC(=O)c3ccc(C)cc3)c2)c2ccccc12,?,10%,0.2%,31%,35%,
O=C(c1cccs1)N1CCN(c2ccc(Cl)cc2)CC1,7%,-6%,0.3%,9%,i,
O=C(Oc1ccc(O)cc1)C12CC3CC(CC(C3)C1)C2,2%,0%,0.5%,-1%,57%,
COC(=O)C(NC(=O)CNS(=O)(=O)c1ccc(Br)cc1)c1ccccc1 (stereo not given),-3%,-7%,i,-1%,3%,
COC(=O)C1=C(C)NC(=O)NC1c1ccco1 (stereo not given),-2%,7%,0.7%,1%,-10%,
CCOc1[nH]n(-c2ccccc2)c(=O)c1C=NCc1ccncc1,3%,-2%,i,-5%,-14%,
CCN(CC)C(=O)/C(=C\c1cccc([N+](=O)[O-])c1)NC(=O)c1ccco1,-7%,6%,i,-12%,-20%,
COc1ccc2c(c1)[C@H]1[C@H](CO2)[C@H](c2ccccc2)[C@]2(C)C(=O)Nc3cc(F)c(F)cc3C(=O)N12,69%,0%,1.8%,-6%,36%,
CN(C)c1ccc(P(=O)(CC(=O)N/N=C/c2ccc(C#N)cc2)OCCCl)cc1 (stereo not given),2%,2%,1.0%,4%,13%,
COc1ccc2nc(N3C(=O)CC(Cc4cc(C)cc(C)c4)C3=O)sc2c1 (stereo not given),5%,6%,2.3%,3%,28%,
COc1ccc(CC(=O)N2CCN(c3ccccc3OC)CC2)cc1OC,5%,-2%,2.4%,-2%,6%,
Cc1ccc2[nH]c(=O)c(CN(C(=O)c3cccs3)c3ccccc3)cc2c1,12%,-4%,1.4%,-3%,-19%,
COC(=O)Cc1c(O)ccn(Cc2ccc(F)cc2)c1=O,-4%,-10%,8.0%,-4%,-11%,
COc1ccc(Cl)cc1C(=O)N1CCN=C1SC,-12%,-6%,?,-9%,22%,
Cc1c(NC(=S)NC(=O)c2cc3ccccc3o2)c(=O)n(-c2ccccc2)n1C,-1%,-9%,0.0%,-5%,-14%,
COc1ccc(C2=NOC(Cn3nc(C(=O)NCC4CC4)cc3-c3ccccc3)C2)cc1 (stereo not given),5%,13%,5.5%,4%,22%,
N/N=c1\sc2ccccc2n1-c1ccccc1,-5%,-2%,1.2%,14%,1%,
C/C(=N\NC(=O)c1nnn(-c2nonc2N)c1-c1ccc2c(c1)OCO2)c1ccc(F)cc1,8%,0%,1.0%,-1%,3%,
Cn1c(CN2CCOCC2)nnc1SCC(=O)Nc1ccc([N+](=O)[O-])cc1O,1%,13%,i,14%,1%,
O=C(Cc1ccc2c(c1)OCCO2)N1CCN(S(=O)(=O)c2ccccc2C(F)(F)F)CC1,6%,-8%,0.1%,5%,5%,
O=C(N/N=C/c1coc2ccccc2c1=O)c1ccccc1,-1%,12%,1.4%,5%,?,
C=CCn1c(N)c(C(=O)N2CCN(C)CC2)sc1=S,-7%,-2%,1.5%,-3%,-2%,

# 3 compounds from above, sorted by SMILES length, largest number first:
SMILES,M. tuberculosis HTS,influenza NS1A,inhibitors of VEEV,PhoP GFP inhibition,M. tuberculosis,others
COc1ccc2c(c1)[C@H]1[C@H](CO2)[C@H](c2ccccc2)[C@]2(C)C(=O)Nc3cc(F)c(F)cc3C(=O)N12,69%,0%,1.8%,-6%,36%,
CN(C)c1ccc(P(=O)(CC(=O)N/N=C/c2ccc(C#N)cc2)OCCCl)cc1 (stereo not given),2%,2%,1.0%,4%,13%,
COc1ccc(CC(=O)N2CCN(c3ccccc3OC)CC2)cc1OC,5%,-2%,2.4%,-2%,6%,

# More structures.
SMILES,M. tuberculosis HTS,influenza NS1A,inhibitors of VEEV,PhoP GFP inhibition,M. tuberculosis,others
O=C(O)c1cc([N+](=O)[O-])ccc1NCCO,-2%,-9%,1.4%,-2%,20%,
CC(=O)Nc1ccc(C=C(C(C)=O)C(C)=O)cc1,-2%,2%,0.4%,8%,?,
OCCC1CN(Cc2ccc3nsnc3c2)CCN1CCc1ccccc1 (stereo not given),-8%,-3%,i,-5%,-5%,
O=C(COC(=O)c1cccc(Cl)c1Cl)NCc1cccs1,27%,-9%,2.2%,.,?,
Cc1sc2c(c1C)c(=O)n(-c1ccccc1)c1nncn21,0%,-1%,1.0%,-1%,-8%,
O=C(CSc1nnnn1Cc1ccccc1)Nc1cccc(F)c1,-8%,-6%,2.1%,1%,79%,
Clc1ccccc1CN1CCN(c2ccccc2)CC1,6%,-5%,i,3%,4%,
O=c1/c(=C/c2ccccn2)sc2nc3ccccc3n12,-3%,2%,2.2%,-11%,-19%,
COc1ccc(C)cc1S(=O)(=O)Nc1cccc(Cl)c1,3%,-9%,3.1%,15%,1%,
COc1ccc(-c2nc3c(c(SCC(=O)N4CCOCC4)n2)Cc2c(CO)cnc(C)c2O3)cc1,11%,15%,?,-15%,1%,
COc1ccc(NC(=O)CNC(=O)C23CC4CC(CC(C4)C2)C3)c(OC)c1,27%,-11%,6.4%,-4%,.,

# Screening results: PubChem BioAssay, Southern Research Specialized Biocontainment Screening Center
